Assay outcomes from PubChem.
RGS4 inhibitor: inhibitors of human regulator of G protein signaling 4. P49798. Transcreener GDP fluorescence polarization, RGS4-accelerated GTP hydrolysis. Potency, µM (highest dose often 114 µM), for inactives: top-dose activity change, negative = inhibition, hits mostly inhibitors. 390,000 compounds, 0.039% hits. AID 504845; note: potency is the fitted concentration of half-maximal effect; % is set by controls: 0 for no effect and ±100 for the full control effect; nearly all actives have a fitted effect of over 75% in size; some results filed as inactive show a strong effect at the top dose
Target sequence (P49798 whole entry, looked up): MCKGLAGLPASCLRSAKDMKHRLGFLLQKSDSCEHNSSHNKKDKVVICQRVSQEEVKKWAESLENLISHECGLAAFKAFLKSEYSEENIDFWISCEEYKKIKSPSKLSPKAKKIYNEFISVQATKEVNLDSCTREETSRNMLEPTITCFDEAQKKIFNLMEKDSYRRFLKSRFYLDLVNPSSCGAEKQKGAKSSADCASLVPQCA
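MLSMR compounds (23 nl, pin-transferred) preincubated 10 min at room temperature with a 500nM (2x) first reagent, then RGS4 at 900nM (2x) plus Transcreener GDP mix added; fluorescence polarization (620/688 nm) read before and after 90 min at 30 °C.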
Anesthetic bind: candidate novel general anesthetic via apoferritin binding; P02791; apoferritin/1-aminoanthracene competitive binding, fluorescence; Potency, µM (doses to about 77.5 µM), without a hit: at the highest dose activity change, negative = displacement, most hits filed as inhibitors; 350,000 compounds, 0.074% hits; AID 485281; note: potency is the fitted concentration of half-maximal effect; % is set by controls: 0 for no effect and ±100 for the full control effect; nearly all actives have a fitted effect of over 20% in size
Target sequence (P02791 2-175 limits assumed): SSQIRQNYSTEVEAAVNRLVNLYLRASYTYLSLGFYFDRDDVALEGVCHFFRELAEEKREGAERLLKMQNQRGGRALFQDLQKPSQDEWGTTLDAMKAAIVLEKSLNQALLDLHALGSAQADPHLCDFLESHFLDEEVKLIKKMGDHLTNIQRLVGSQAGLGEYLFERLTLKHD
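10 uM apoferritin + 50% sat. 1-AMA, PBS; cpd 10 min RT; Ex380/Em535 endpoint; normalized to free probe vs complex; 4-param Hill fit; propofol titration as pos. ctrl.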
LDHA block: blocks human lactate dehydrogenase A; P00338; purified LDHA, NADH/diaphorase-resazurin fluorescence; hits give low values; activity change, % (values are at about 110 or 230 µM); 480,000 compounds, 0.15% hits; AID 1347041; in the data active = activity change below about -30%; inconclusive = mostly about -25% to -30%;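 note: plate controls were DMSO wells for no effect and wells without enzyme for full effect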
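Remaining NADH was detected by diaphorase (0.133 mg/mL) converting 37 µM resazurin to fluorescent resorufin, read at 0 and 20 minutes. The preceding 5-minute room-temperature reaction used 2 nM LDHA, 0.2 mM sodium pyruvate and 0.06 mM NADH at pH 7.4.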
ERG Ets-DNA blk: blocks human ERG Ets domain binding to DNA; P11308; fluorescence polarization, His-ERG Ets domain / labelled DNA; Potency, µM (series often up to 76.9 µM), for the others: at the highest dose FP activity, negative = inhibition, most hits filed as inhibitors; 370,000 compounds, 0.028% hits; active = well fitted inhibition curve with a large enough effect in the polarisation, with a control signal flat; inconclusive = small, poorly fitted or top-dose-only effect, or effect the other way, or a change in a side signal; inactive = no such curve, though single readings can be large or run the other way; the % refers to the polarisation;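 note: polarization taken with two DNA probes labelled with fluorescein and Texas red; potency is the fitted concentration of half-maximal effect; % of control where 0% means no effect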
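His-tagged ERG Ets domain (1 uM in the protein solution; 300mM KCl, 50mM Tris-HCl, 1mM EDTA, 1mM DTT, pH 7.5) received compound, then a probe mix of 5 nM fluorescein-DNA and 100nM Texas-615-DNA. Fluorescence polarization was read for both dyes.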
12-LOX inh: inhibitors of human 12S-lipoxygenase ALOX12; P18054; purified 12hLO, xylenol orange hydroperoxide absorbance; Potency, µM (doses to about 108 µM), for the others: at the highest dose activity change, negative = inhibition, most hits filed as inhibitors; 580,000 compounds, 1.1% hits; note: potency is the fitted concentration of half-maximal effect; % is set by controls: 0 for no effect and ±100 for the full control effect
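Purified human 12hLO (150 nM final) in 25 mM Hepes, 0.01% Triton X-100, pH 7.0 was preincubated 15 min at room temperature with compound. Then 40 uM arachidonic acid was added, 30 min. Hydroperoxide was read by Fe-XO absorbance ratio 573/405 nm.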
POLH inh: blocks human DNA polymerase eta activity. Q9Y253. recombinant Pol eta, fluorescent DNA replication assay. Potency, µM (doses to about 114 µM), for the others: top-dose activity change, negative = inhibition, actives largely listed as inhibitors. 390,000 compounds, 1.2% hits; note: potency is the fitted concentration of half-maximal effect; % is set by controls: 0 for no effect and ±100 for the full control effect
Target sequence (Q9Y253 whole entry, looked up): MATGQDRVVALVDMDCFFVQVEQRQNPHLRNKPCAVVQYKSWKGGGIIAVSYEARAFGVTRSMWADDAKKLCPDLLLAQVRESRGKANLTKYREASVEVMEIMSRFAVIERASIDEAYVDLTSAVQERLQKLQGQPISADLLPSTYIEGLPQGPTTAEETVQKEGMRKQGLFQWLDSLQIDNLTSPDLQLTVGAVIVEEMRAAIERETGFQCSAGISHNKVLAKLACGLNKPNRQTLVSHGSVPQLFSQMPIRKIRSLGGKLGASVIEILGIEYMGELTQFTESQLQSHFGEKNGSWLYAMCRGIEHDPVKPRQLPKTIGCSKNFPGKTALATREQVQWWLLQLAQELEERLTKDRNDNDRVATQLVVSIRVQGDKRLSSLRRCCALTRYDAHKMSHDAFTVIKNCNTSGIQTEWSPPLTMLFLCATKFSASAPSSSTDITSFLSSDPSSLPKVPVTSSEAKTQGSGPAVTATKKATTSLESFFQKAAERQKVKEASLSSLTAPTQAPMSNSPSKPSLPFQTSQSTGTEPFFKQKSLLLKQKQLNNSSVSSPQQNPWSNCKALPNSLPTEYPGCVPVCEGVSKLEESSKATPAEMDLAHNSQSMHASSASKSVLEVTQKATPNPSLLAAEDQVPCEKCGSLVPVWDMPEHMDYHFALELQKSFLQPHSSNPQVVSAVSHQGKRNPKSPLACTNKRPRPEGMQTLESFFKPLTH
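Fluorescent replication assay: 50 nM final substrate added after a 15 min room-temperature compound preincubation with 10 nM enzyme. Signal taken at 0 min and again at 10 min.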
APE1 inh: blocks human APE1 abasic DNA cleavage. P27695. 350,000 compounds, 0.35% hits. recombinant APE1, TAMRA/BHQ-2 abasic DNA cleavage fluorescence. Potency, µM (highest dose often 65.8 µM), for inactives: top-dose activity change, negative = inhibition, usual class: inhibitors;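 note: potency is the fitted concentration of half-maximal effect; plate controls were vehicle for no effect and reference inhibitor for full effect; nearly all actives have a fitted effect of over 55% in size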
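Endonuclease cleavage of a quenched abasic-site DNA duplex (50 nM) by APE1 (0.75 nM) was tracked by TAMRA dequenching. Compounds were preincubated with enzyme 15 min at room temperature; data normalized to buffer-only and DMSO wells plus NSC13755 control.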
POLB inh: blocks human DNA polymerase beta activity; P06746; AID 485314; 340,000 compounds, 1.3% hits; Pol beta primer extension/strand displacement, fluorescence kinetic; Potency, µM (series often up to 114 µM), inactives show at the highest dose activity change, negative = inhibition, most hits filed as inhibitors; note: potency is the fitted concentration of half-maximal effect; % is set by controls: 0 for no effect and ±100 for the full control effect
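Homogeneous kinetic assay of primer extension and strand displacement by 10 nM Pol beta, preincubated 15 min at room temperature with compound before 50 nM substrate (final) was added. Read at 0 and 10 min; four-parameter Hill fit.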
POLK inh: inhibitors of human DNA polymerase kappa | purified Pol kappa, fluorescent DNA synthesis assay, 10 min | Potency, µM (titrated, usually from 107 µM), for the others: at the highest dose activity, negative = inhibition, most hits filed as inhibitors | AID 588579 | 400,000 compounds, 0.53% hits; note: potency is the fitted concentration of half-maximal effect; % is set by controls: 0 for no effect and ±100 for the full control effect
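Activity was followed as the change in fluorescence between reads at 0 and 10 min after starting the reaction with 50 nM substrate. Beforehand, 10 nM polymerase had been preincubated with compound for 15 min at room temperature.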
* marks the source's active call; other numbers are inactive results; u = inconclusive; x = not tested or not shown; & = joins results of further samples; [ ] = another dose, or the depositor's remark. Unless noted, calls come from the whole dose curve; as a rule, active = well fitted curve in the direction sought with a large enough effect; inconclusive = small, poorly fitted or top-dose-only effect, or another doubt; inactive = no such curve, though single readings can be large; an effect the other way counts as inactive or inconclusive.

Each structure is followed by: RGS4 inhibitor	Anesthetic bind	LDHA block	ERG Ets-DNA blk	12-LOX inh	POLH inh	APE1 inh	POLB inh	POLK inh
- CC12CC(c3ccccc3O1)N(C(=O)c1ccco1)C(=O)N2c1ccccc1 (centres undefined)
  -6%	-12%	-7	-12%	0%	-10%	-2%	13%	-8%
- Cc1sc2ncnc(NCC3CCCO3)c2c1C (centres undefined)
  0%	-9%	-2	10%	u	1%	-3%	0%	2%
- c1ccn2cc(CSC3=NCCS3)nc2c1
  -28%	-11%	-7	-4%	126%[activator]	1%	4%	-1%	-2%
- CCN(CC)S(=O)(=O)c1ccc(/C=C/C(=O)Nc2c(C)n(C)n(-c3ccccc3)c2=O)cc1
  5%	-17%	-4	2%	9%	10%	0%	2%	-16%
- CCOC(=O)c1cnn(-c2cc(C)c3ccccc3n2)c1N
  -10%	-9%	-2	8%	0%	0%	-3%	-1%	4%
- Cc1c(C)n2c(SCC(=O)N3CCC(C)CC3)nnc2[nH]c1=O
  -1%	x	-4	-10%	0%	-15%	16%	x	0%
- COc1ccc2c(c1)C(=O)[C@@H](O)[C@H](c1ccc(OC)c(Br)c1)O2
  -16%	-16%	2	-1%	x	-9%	u	21%	12%
- Cn1cccc1C(=O)OCC(=O)NCCc1ccccc1
  14%	x	-2	-9%	4%	2%	30%	x	-10%
- COc1ccc(CNC(=O)CCCCCNc2nc(=S)[nH]c3ccccc23)cc1
  -2%	-4%	-20	2%	-8%	4%	u	-18%	-7%
- COc1ccccc1CNC(=O)c1oc2ccc(S(=O)(=O)N3CCCCC3)cc2c1C
  15%	-3%	-7	-4%	1%	-18%	x	27%	-3%[60.1 µM]
- COc1ccc(C2=NN(C(=O)CCC(=O)O)C(c3ccc(Br)cc3)C2)cc1 (centres undefined)
  -5%	-7%	-3	3%	6%	1%	12%	26%	-5%
- Cc1ccc(C(=O)NNC(=O)CSc2nnc(C(C)C)n2C)cc1
  7%	22%	-4	5%	28%	-11%	-12%	14%	0%
- CNC(=S)N1N=C(c2ccc(C)cc2)CC1c1ccc(Cl)cc1 (centres undefined)
  15%	-8%	0	-2%	-14%	0%	8%	7%	-9%
- CCCN1CNC(=S)N(c2cccc(C)c2)C1
  -3%	-6%	1	-3%	0%	0%	4%	27%	-4%
- Cc1cc(C)c(S(=O)(=O)N(C)CC(=O)NCC2CCCO2)c(C)c1 (centres undefined)
  -4%	-5%	-10	-4%	1%	0%	15%	24%	-24%
- COC(=O)Cn1c(=O)c2c(nc(Br)n2CC(=O)OC)n(C)c1=O
  11%	-8%	-4&6	-6%	1%&0%	-11%	-3%	5%	-10%
- CC(=O)c1c(C)[nH]c(C(=O)NNC(=O)c2ccc(C)cc2)c1C
  -3%	x	-6	-6%	-20%	-10%	16%	x	0%
- CC1CCCC(NC(=O)COC(=O)c2ccc([N+](=O)[O-])o2)C1C (centres undefined)
  3%	x	7	6%	-16%	-9%	-39%	x	-24%
- COc1cccc(CNc2nc(C(F)(F)F)nc3ccccc23)c1
  -13%	-12%	-5	-2%	-16%	-9%	-15%	-5%	-7%
- CCOC(=O)N1CCC(NC(=O)c2cccc3c2C(=O)N(c2ccc(OC)cc2)C3)CC1
  3%	-17%	1	-2%	25%	18µM*	u	10µM*	50µM*
- O=C(c1ccc(-c2ccc(Cl)cc2Cl)o1)N1CCOCC1
  -14%	-15%	0	-23%	-1%	-19%	-4%	12%	4%
- CCOC(=O)CSc1nnc(-c2cccnc2)n1Cc1ccccc1
  6%	-3%	-3	-6%	0%	-20%	-1%	1%	1%
- NC(=O)C1(N2CCCCC2)CCN(C(=S)NC2CCCC2)CC1
  -3%	-1%	-3	0%	-4%	-17%	0%	-5%	2%
- O=C1C2C3C=CC(C3)C2C(=O)N1Nc1ccccc1 (centres undefined)
  17%	-10%	-8	4%	207%[activator]	-4%	21%	29%	-3%
- COc1ccc(NC(=O)c2ccccn2)cc1S(=O)(=O)N1CCOCC1
  11%	-3%	3	18%	4%	5%	29%	15%	-13%
- O=C(CS(=O)CC(=O)Nc1cnc2ccccc2c1)Nc1ccc(Cl)cc1 (centres undefined)
  -14%	-1%	-3	7%	-29%	u	27%[12.4 µM]	50µM*	-29%
- O=C(N/C(=C/c1ccc(Br)cc1)C(=O)N1CCOCC1)c1ccco1
  -6%	-5%	-10	8%	-2%	-10%	-7%	u	4%
- O=C(NN1CC(=O)N(c2cc(Cl)cc(Cl)c2)CC1=O)c1sccc1Cl
  25%	4%	-7	-5%	283%[activator]	5%	13%	4%	11%
- CC1CCCCC1NC(=O)NC(=O)COC(=O)C1=NN(c2ccccc2)C(=O)CC1 (centres undefined)
  -12%	x	-4	9%	128%	-30%	21%	x	-5%
- COc1ccc(NC(=O)CN(C)C(=O)CNC(=O)c2ccc3c(c2)OCO3)cc1
  -6%	x	-7	9%	u	-17%	5%	x	3%

Looked up above:
O=C(c1ccc(-c2ccc(Cl)cc2Cl)o1)N1CCOCC1 in Anesthetic bind → -15%
COc1ccc(NC(=O)c2ccccn2)cc1S(=O)(=O)N1CCOCC1 in 12-LOX inh → 4%

(list continues)
Each structure is followed by: RGS4 inhibitor	Anesthetic bind	LDHA block	ERG Ets-DNA blk	12-LOX inh	POLH inh	APE1 inh	POLB inh	POLK inh
- Cc1ccc(Oc2ccc(N)cc2)cc1
  -50%	u	-1	-11%	u	4%	-14%	u	-18%
- COc1ccc(/C=N/NC(=O)CNC(=O)c2ccc(S(=O)(=O)N3CCOCC3)cc2)c(OC)c1
  21%	-14%	-6	-18%	3%	-8%	-4%	23%	-5%
- COC(=O)c1ccc(Cl)c(NC(=O)CN2CCC(C)CC2)c1
  15%	u	-4	-2%	4%	-22%	7%	14%	-5%
- O=C(/C=C/c1ccc2c(c1)OCO2)NCCSCc1cccc(Cl)c1
  -2%	-13%	1	4%	-18%	-11%	-8%	u	-12%
- N#C/C(=C\c1ccc(N2CCCCC2)o1)C(=O)Nc1cccc(Br)c1
  -6%	-8%	-12	u	-23%	u	-12%	-24%	-3%
- COC(=O)C1=C(C)NC(=O)C1(NS(=O)(=O)c1ccc(NC(C)=O)cc1)C(F)(F)F (centres undefined)
  15%	-6%	-5	-2%	-1%	-19%	6%	-22%	-2%
- CC(=O)c1ccc(S(=O)(=O)N2CCCCC2C(=O)O)cc1 (centres undefined)
  13%	0%	-1	-4%	5%	6%	0%	1%	-11%
- COc1cc(/C=N/NC(=O)/C(=C/c2ccccc2)CCO)ccc1O
  -18%	6%	3	-7%	26%	-15%	0%	17%	-8%
- Cc1nc(-c2ccc(F)cc2)c(CC(=O)N2CCN(S(=O)(=O)c3ccc(F)cc3)CC2)s1
  12%	-16%	-5&7	-1%	0%&-30%	-9%	-14%	3%	-14%
- O=C(O)c1cccc2cccnc12
  -15%[11.4 µM]	-10%	-2	-2%	-22%	-18%	4%	0%	-5%
- COc1ccc(OC)c(/C=N/NC(=O)CNC(=O)c2cccc3ccccc23)c1
  -1%	44%[activator]	-9	11%	72%[activator]	-19%	10%	24%	-5%
- O=C(/C=C/c1ccccc1)Nn1c(-c2cccs2)nc2ccccc2c1=O
  1%[11.4 µM]	-4%	0	-10%	-17%	-8%	-2%	4%	13%
- CCn1cc(C(=O)NC(C)c2ccccc2)c(=O)c2cc(S(=O)(=O)N3CCc4ccccc4C3)ccc21 (centres undefined)
  20%	-12%	-1	8%	u	-9%	x	18%	1%
- O=C(c1ccccc1)c1ccc(OCCn2cnc3ccccc3c2=O)cc1
  -26%	u	-4	2%	0%	-14%	-2%	15%	-6%
- CCn1c(N2CCN(C(=S)NCCc3ccccc3)CC2)nc2ccccc21
  18%	-7%	-13	-1%	4%	-17%	-7%	2%	-14%
- Cn1c(SCC(=O)NCCc2ccccc2)nnc1-c1ccncc1
  -1%[56.9 µM]	-9%	0	-2%	0%	4%	-3%	2%	-12%
- Cc1cc(NC(=O)CSc2nnc(Cc3cccn3C)n2CCc2ccccc2)no1
  8%	-11%	-8	-4%	u	-18%	-4%	0%	-16%
- Cc1cccc(NC(=S)N/N=C/c2ccc3c(c2)OCO3)c1
  -22%	106%[activator]	0	-7%	u	-12%	-8%	0%	-4%
- NO
  -5%[56.9 µM]	x	x	x	x	-5%[57.1 µM]	0%	15%[57.1 µM]	-4%[60.1 µM]
- CCCCNC(=O)Oc1ccc(C(=O)N2c3ccccc3NC(=O)C2C)cc1 (centres undefined)
  11%	2%	-7	-6%	6%	-5%	20%	19%	-7%
- O=C1N/C(=N/N=C/c2ccco2)SC1Cc1ccccc1 (centres undefined)
  -11%	-5%	-4	-5%	0%	-17%	-3%	34%[activator]	-2%
- CCOC(=O)C1(CCCc2ccccc2)CCN(Cc2cn(CC)nc2C)CC1
  25%	-13%	-15	8%	-3%	-2%	3%	10%	-13%
- COC(=O)c1cc(NC(=O)c2c(C)noc2C)ccc1N1CCOCC1
  -5%	-2%	0	-1%	-2%	-19%	12%	26%	2%
- COc1cc(OC)c(OC)cc1CNCc1ccc2c(c1)OCO2
  17%	-3%	-7	6%	u	-13%	24%	-3%	0%
- Cc1ccc(CNC(=O)CCS(=O)(=O)c2ccc3nc(C)sc3c2)cc1
  -11%	-7%	-4	-5%	31%	-16%	3%	22%	4%

An excerpt. The share of hits here may be higher or lower than overall.
